Compound activity deposited in PubChem by Icahn School of Medicine at Mount Sinai.
RBX1-CUL1 inh – inhibitors of human ROC1-CUL1 ubiquitin ligase activity | in vitro K48 di-Ub FRET, acceptor:donor ratio, 45 min | inhibition, % at 10 µM | 140,000 compounds, 0.6% hits | AID 1347404; in the data active means inhibition above about 25%
Target sequence (P62877 whole entry, looked up): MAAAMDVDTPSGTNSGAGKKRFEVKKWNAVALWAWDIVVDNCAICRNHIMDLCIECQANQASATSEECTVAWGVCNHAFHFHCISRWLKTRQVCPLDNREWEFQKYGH
Target sequence (Q13616 whole entry, looked up): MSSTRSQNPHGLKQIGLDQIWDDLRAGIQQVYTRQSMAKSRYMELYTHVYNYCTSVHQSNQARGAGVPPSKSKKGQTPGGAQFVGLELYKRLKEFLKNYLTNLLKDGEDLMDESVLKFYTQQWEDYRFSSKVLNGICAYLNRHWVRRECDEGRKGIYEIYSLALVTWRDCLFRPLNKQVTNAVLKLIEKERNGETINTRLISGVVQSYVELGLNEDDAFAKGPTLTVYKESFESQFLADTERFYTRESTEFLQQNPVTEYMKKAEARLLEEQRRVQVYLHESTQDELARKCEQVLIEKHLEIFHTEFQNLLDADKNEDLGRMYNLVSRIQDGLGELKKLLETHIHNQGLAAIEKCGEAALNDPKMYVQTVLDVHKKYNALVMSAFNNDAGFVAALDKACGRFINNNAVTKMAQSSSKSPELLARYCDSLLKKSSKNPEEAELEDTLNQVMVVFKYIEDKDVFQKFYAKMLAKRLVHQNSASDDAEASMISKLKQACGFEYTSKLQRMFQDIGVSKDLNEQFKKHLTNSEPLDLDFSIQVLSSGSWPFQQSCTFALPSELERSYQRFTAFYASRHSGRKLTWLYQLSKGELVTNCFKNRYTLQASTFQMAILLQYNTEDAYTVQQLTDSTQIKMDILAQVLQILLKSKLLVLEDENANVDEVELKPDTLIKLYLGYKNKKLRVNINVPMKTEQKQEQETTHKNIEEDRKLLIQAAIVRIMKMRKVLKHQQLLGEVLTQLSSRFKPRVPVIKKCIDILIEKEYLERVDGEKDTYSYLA
The depositor's hits bear a star.

Start of the listing, in advance:
RBX1-CUL1 inh | SMILES
10 | Cc1n[nH]c(=O)nc1NCCc1ccc(O)cc1
-1 | O=C(Nc1ccccc1C(F)(F)F)n1ncc2cc(Cl)ccc21

Main list, repeating the preview:
RBX1-CUL1 inh | SMILES
10 | Cc1n[nH]c(=O)nc1NCCc1ccc(O)cc1
-1 | O=C(Nc1ccccc1C(F)(F)F)n1ncc2cc(Cl)ccc21
-10 | COc1ccc(-c2nc(CSc3nc4ncccc4[nH]3)c(C)o2)cc1OC
-5 | COc1ccc(CC2=NC(=O)N(CC(=O)Nc3ccc(C)cc3)C2=O)cc1OC
11 | COc1ccc(NC(=O)c2cc(C)nc3c2c(C)nn3-c2cccc(Cl)c2C)c(OC)c1
-6 | O=C1Cc2nc3ccccc3c(=O)n2N=C1c1ccccc1
-2 | CCOC(=O)C1CCN(C(=O)Cn2ncc3c4ccccc4n(Cc4ccc(F)cc4)c3c2=O)CC1
4 | COc1ccc(N(CC(=O)N2CCN(c3cccc(OC)c3)CC2)S(=O)(=O)c2c(C)noc2C)cc1
-14 | O=C(COc1ccc(Br)cc1Cl)Nc1ccc(S(=O)(=O)N2CCOCC2)cc1
-4 | COc1ccc(-c2cn3nc(N4CCC(C(=O)Nc5cc(Cl)ccc5OC)CC4)sc3n2)cc1
-2 | Cc1ccc(C)c(OC(=O)c2ccc(Cl)cc2)c1
-9 | CCc1ccc(NS(=O)(=O)Cc2ccccc2F)cc1
0 | COc1ccc(N2C(=O)CCSC23C(=O)N(Cc2ccc(F)cc2)c2ccccc23)cc1Cl (stereo not given)
0 | Cc1ccc(NC(=O)Cn2nnc(C(=O)NCCc3ccccc3)c2N)cc1C
-8 | O=C(O)COc1ccc(Br)cc1Br
-5 | C#CCN(Cc1ccco1)C(=O)CC1(c2ccccc2F)CC(=O)N(CCOC)C1=O (stereo not given)
1 | COC(=O)Cc1[nH]nc2c1C(c1cc(OC)c(OC)c(OC)c1)C(C#N)C(=N)O2 (stereo not given)
-5 | COC(=O)c1c(-c2ccc(F)cc2)csc1N
-5 | O=C(Nc1ccccc1)C1CCN(S(=O)(=O)c2ccc3c(c2)CCCN3C(=O)C2CCC2)CC1
-1 | O=C(CCC1CCCN(Cc2ccccc2O)C1)NC1CC1 (stereo not given)
12 | COc1cc(CNc2ccc(N3CCOCC3)c(Cl)c2)ccc1OCc1ccccc1F
7 | CCOc1ccc(C(=O)Nc2ccc3nc(SCc4ccccc4)sc3c2)cc1
-1 | Cc1cc(=O)n2nc(N3CCC(C(=O)NCc4ccc(F)cc4)CC3)sc2n1
3 | Cc1ccccc1OCC(=O)Nc1nnc(S(=O)(=O)N2CCCCCC2)s1
6 | CCC(=O)Nc1ccc(CC)cc1-c1nc2ccccc2n(CC(=O)Nc2cccc(Cl)c2)c1=O
2 | Brc1c(-c2ccccc2)nn2c1nnc1c3ccccc3ccc12
-6 | CNC(=S)N=Nc1c(O)[nH]c2ccccc12
-9 | CCOC(=O)c1nn(-c2ccc(Cl)cc2)c2nnc(Cc3ccc(C)cc3)c(=O)n12
-1 | COc1ccccc1N1C(=O)/C(=C\c2ccccc2)SC1=S
-3 | O=C(CN1CCN(c2cccc(Cl)c2)CC1)Nc1ccc(Cl)cc1
-1 | O=C(COC(=O)c1cccc(-c2nnc(-c3ccccc3)o2)c1)c1ccc(Cl)c(Cl)c1
0 | NC(=S)N/N=C/c1cc(Cl)ccc1[N+](=O)[O-]
-10 | O=C(Cn1c(SCc2cccc(F)c2)nc2cccnc21)Nc1ccc(F)c(Cl)c1
1 | CCOC(=O)c1ccc(N=C2NC(=O)/C(=C\c3cc(Br)ccc3OCC(=O)Nc3ccccc3OC)S2)cc1
3 | CC(C)CC(=O)NC(N1CCOCC1)C(Cl)(Cl)Cl (stereo not given)
24 | COc1ccc(Cl)cc1CNc1ccc(N2CCOCC2)cc1
0 | COC(=O)c1cc(NC(=O)c2nn(C)c3c2COc2ccccc2-3)cc(C(=O)OC)c1
-5 | Cc1cc(C)n(-c2nc(N/N=C/c3cccc([N+](=O)[O-])c3)nc(Nc3ccc(Cl)cc3)n2)n1
1 | CCc1ccc(-c2nc3cc(NC(=O)c4cc5ccccc5cc4OC)ccc3o2)cc1
7 | CCOC(=O)C1CCN(C(=O)CC2C(=O)NCCN2Cc2ccc(OC)c(OC)c2)CC1 (stereo not given)
-2 | COc1cc(NC(=O)Cn2cnc3sc(C)c(S(=O)(=O)N4CCN(C)CC4)c3c2=O)cc(OC)c1OC
-5 | CCC(NC(=O)CCC1(Cc2ccc(F)cc2)CCC(=O)N1)C12CC3CC(CC(C3)C1)C2 (stereo not given)
-7 | Cc1cc(-c2cc(C(=O)O)c3cc(Br)ccc3n2)c(C)s1
45* | COc1ccc(Cn2nnc3c2C(=O)c2nnn(Cc4ccc(OC)cc4)c2C3=O)cc1
-12 | CCS(=O)(=O)N1CCCC(C(=O)Nc2cccc(Cl)c2)C1 (stereo not given)
6 | CC1CC1C(=O)N1CCN(S(=O)(=O)c2ccc(C(C)(C)C)cc2)CC1 (stereo not given)
7 | COc1cc(C(=O)Nc2ccc(S(N)(=O)=O)cc2)c(Br)c(OC)c1OC
6 | COc1ccc(-c2ccc3c(N)c(C(=O)NCc4cccc(Cl)c4)sc3n2)cc1OC
-11 | O=C(O)c1ccc(Cl)c(NCc2ccccn2)c1
1 | O=S(=O)(N1CCCC1)N1CCN(c2cc(Cl)ccc2Cl)CC1
-10 | Cc1c(Cl)cccc1N(CC(=O)Nc1ccc(S(=O)(=O)N2CCCC2)cc1)S(C)(=O)=O
1 | CCOc1ccccc1C(=O)NCCC(C)C
4 | Cc1cc(=O)oc(C)c1C(=O)OCC(=O)c1ccc(Cl)cc1
1 | O=C(CC12CC3CC(CC(C3)C1)C2)N1CCN(c2ncccn2)CC1
-8 | Cc1cc(C)c2c3c(cn2n1)c(=O)n(C)c(=O)n3C
9 | CCCc1[nH]nc2c1C(c1ccc(C)o1)C(C#N)C(=N)O2 (stereo not given)
2 | CC(C)c1[nH]nc2c1C1(C(=O)Nc3ccc(F)cc31)C(C#N)C(=N)O2 (stereo not given)
4 | O=C(c1ccc(O)cc1)c1ccccc1O
-1 | COCC1CCN(c2nc3nonc3nc2NCc2ccccc2)C1 (stereo not given)
-6 | Cc1ccc(-c2cc(=O)c3ccccc3o2)s1

Other compounds follow.
RBX1-CUL1 inh | SMILES
8 | Cc1ccc(-c2nnc(Nc3ccc(O)cc3)c3ccccc23)cc1S(=O)(=O)N1CCOCC1
-6 | CCN(CC)S(=O)(=O)c1ccc(NCc2ccccc2)nc1
5 | CC(C)(C)c1ccc(C(=O)Nc2ccc(F)cc2)cc1Br
1 | O=C(COc1ccccc1Cl)OCc1cc(=O)n2nc(C3CC3)sc2n1
3 | CCCCN(CC)CCCNC(=O)c1sc2nc3n(c(=O)c2c1C)CCCCC3
-6 | COc1ccc(CNC(=O)c2ccc3c(c2)N(Cc2c(F)cccc2Cl)C(=O)CS3)cc1
-2 | O=c1[nH]c2ccc(NCc3ccc(Cl)c(Cl)c3)cc2[nH]1
6 | COc1ccc(O)c(/C=N/NC(=O)CSc2nnc(C)n2-c2ccccc2)c1
9 | CCOC(=O)c1cn(C2CC2)c2c(F)c(NCCCN(C)C)c(F)cc2c1=O
9 | O=C(c1ccccc1)c1ccc(Cl)s1
2 | CC(=O)Oc1ccc2oc(C)c(C(C)=O)c2c1
-3 | COC(=O)c1ccc(Oc2c(C(F)(F)F)oc3cc(OC)ccc3c2=O)cc1
-4 | CCc1ccc(-c2[nH]nc3nc(-c4cc(OC)ccc4OC)cc(C(=O)O)c23)cc1
5 | COc1ccc(-c2cnnc(NCC3CCCCO3)n2)cc1F (stereo not given)
-7 | COc1ccccc1-c1cc2nc(C)c(CCC(=O)Nc3ccc(Br)c(C)c3)c(C)n2n1
2 | O=C(Nc1ccc(-n2cccn2)cc1)C1CCCN1Cc1ccc2c(c1)CCO2 (stereo not given)
7 | CS(=O)(=O)Oc1cccc2sccc12
-3 | COC1CCN(Cc2cnc(S(=O)(=O)C(C)C)n2Cc2ccccc2F)CC1
0 | CC(=O)C1C=C(N=Nc2ccc(C)cc2)C=CC(=O)C1=O (stereo not given)
7 | O=C(CN1Cc2ccccc2OC(c2ccsc2)C1)N1CCCCC1c1nc2ccc(F)cc2[nH]1 (stereo not given)
9 | CN(C)c1cnn(CC(=O)N(Cc2c(F)cccc2Cl)C2CC2)c(=O)c1
-11 | Cc1c(C(=O)NC(=O)Nc2c(Cl)cccc2Cl)cnn1-c1ccccc1
5 | COC(=O)c1ccc(N2NC(=O)/C(=C/c3ccc(OC)c(OC)c3)C2=O)cc1
-1 | O=c1c2cc(-c3ccccc3)sc2nc(SCc2ccc(F)cc2)n1-c1ccccc1
2 | O=C(Oc1ccc(Cl)cc1)c1cccnc1Cl
5 | COC(=O)N/N=C/c1ccc([N+](=O)[O-])o1
2 | COc1ccc(-c2noc(N3CCC(C(=O)N4CCN(c5ccccc5F)CC4)CC3)n2)cc1
14 | CC1(C)Cc2nc(N3CCOCC3)ncc2C(NC2CCCC2)C1 (stereo not given)
3 | CC1NS(=O)(=O)c2ccccc2S(=O)(=O)OC1=O (stereo not given)
1 | CCOc1cc(/C=C2\SC(=NC)N(C)C2=O)ccc1OCc1ccc2ccccc2c1
5 | Cc1ccc(N2CC(NC(=O)c3ccc4c(c3)OCO4)CC2=O)cc1 (stereo not given)
0 | O=C1NC(=S)NC(=O)C1C(c1cccc(Br)c1)C1C(=O)NC(=S)NC1=O
4 | C=Cc1ccc(Cn2c(=O)n(CC3CCC(C(=O)NC(C)C)CC3)c(=O)c3sccc32)cc1 (stereo not given)
4 | Cc1ccc(-c2cc(C(=O)N/N=C\c3cc(C(C)(C)C)c(O)c(C(C)(C)C)c3)[nH]n2)cc1
-6 | CCN(C)Cc1cnc(S(=O)(=O)CC(C)C)n1Cc1ccccc1
5 | O=c1/c(=C/c2cc([N+](=O)[O-])ccc2Cl)sc2nc3ccccc3n12
9 | Cc1nc(N2CCN(c3ccccc3F)CC2)c2c3c(sc2n1)CCCC3
-1 | CC(C)CC1=NN2C(=N)/C(=C/c3ccc(F)cc3)C(=O)N=C2S1
-5 | CC(C)C(=O)NC(=S)Nc1ccc(C(N)=O)cc1
0 | CC(NC(=O)C1CCN(c2nc3ccccc3nc2C(F)(F)F)CC1)c1ccccc1 (stereo not given)
-3 | CC(=O)c1ccc(NC(=O)CSc2nc(-c3ccccc3C)nc3c2c(=O)n(C)c(=O)n3C)cc1
6 | N#Cc1c[nH]n2c(NC3CCCC3)c(-c3ccc(Cl)cc3)nc12
8 | CCCC(C)NC(=O)C1CCCN(S(=O)(=O)CC)C1 (stereo not given)
3 | OCc1cn(CC2CCN(c3nccc(C(F)(F)F)n3)CC2)nn1
-4 | CCn1cc(CN(C)C(=O)Nc2ccc(Cl)cc2)cn1
38* | CCOc1cc(/C=C2\C(=O)NN(c3ccccc3)C2=O)cc(Cl)c1OCc1cccc(C)c1
0 | O=C(Nc1cccc2ccccc12)OC[C@@H]1CCCN2CCCC[C@H]12
4 | CCOC(=O)CSc1nnc(CSc2cc(C)nc(N3CCCC3)n2)o1
46* | COc1c(Cl)cc2c(c1Cl)NC(=O)C(Cl)(Cl)C2=O
-2 | O=C(C1CCC1)N1CCc2cc(S(=O)(=O)NCCc3ccccc3)ccc21
2 | Cc1ccc2occ(CC(=O)N(Cc3ccc(Cl)cc3)Cc3ccco3)c2c1
-7 | CS(=O)(=O)N1C[C@H]2OC(=O)N(CCCc3ccc(F)cc3)[C@H]2C1
-7 | Cn1cnc2cc(NCc3nc4ccccc4n3Cc3ccccc3)ccc21
-7 | CCOC(=O)c1c(CN2CCCCC2)n(C)c2cc(Br)c(OC(C)=O)cc12
7 | CC(c1nccs1)N(C)C(=O)CC1(c2ccc(-c3ccccc3)cc2)CC(=O)N(C2CC2)C1=O (stereo not given)
1 | Cc1ccc(S(=O)(=O)CC(=O)/C=C\c2ccccc2)cc1
0 | Cc1ccc(CS(=O)(=O)N(C)Cc2ccccc2)cc1
1 | CC(=O)C1C(=O)c2cccc3c2N(C1=O)C(C)C3 (stereo not given)
-13 | OC(Cc1ccccc1)c1ccc2c(c1)CN(Cc1ccc3c(c1)OCO3)CCO2 (stereo not given)
0 | COc1cc(OC)c(Br)c(OC)c1

Ordered by the number under RBX1-CUL1 inh (highest first): 5 from the list above.
RBX1-CUL1 inh | SMILES
5 | O=c1/c(=C/c2cc([N+](=O)[O-])ccc2Cl)sc2nc3ccccc3n12
4 | C=Cc1ccc(Cn2c(=O)n(CC3CCC(C(=O)NC(C)C)CC3)c(=O)c3sccc32)cc1 (stereo not given)
1 | CC(=O)C1C(=O)c2cccc3c2N(C1=O)C(C)C3 (stereo not given)
0 | O=C1NC(=S)NC(=O)C1C(c1cccc(Br)c1)C1C(=O)NC(=S)NC1=O
-2 | O=C(C1CCC1)N1CCc2cc(S(=O)(=O)NCCc3ccccc3)ccc21

More structures
RBX1-CUL1 inh | SMILES
-5 | CC(C)(C)c1cc(-c2csc(C(C)(C)C)c2)cs1
-3 | Cc1ccc(S(=O)(=O)N2CCOCC2)c(C)c1N1CCc2cn[nH]c21
-5 | Cc1ccc(CN2CCc3nc(N4CCN(c5ccccc5F)CC4)ncc3C2)cc1C
-1 | c1ccc(Nc2cccc(Nc3ccccc3)c2)cc1
5 | Cc1ccc(NC(=O)CCn2c(=O)c3cccn3c3ccccc32)cc1C
5 | CCOC(=O)c1c(N)c(C#N)c(SC)n1-c1ccccc1
-6 | CCCCOc1ccccc1Cn1c(=O)sc2ccccc21
-2 | C=CCn1c(=O)c2c(nc3n(-c4ccccc4)c(C)cn23)n(C)c1=O
9 | c1cnc2c(CN3CCc4[nH]nc(-c5ccc6c(c5)OCO6)c4C3)cccc2c1
-4 | Cn1c(=O)c2c(n(C)c1=O)[n+](C)cn2Cc1ccccc1
5 | Nn1c(SCc2ccccc2Cl)nc2sc(-c3ccccc3)cc2c1=O
0 | CCc1nnc(SCc2cccc(F)c2)c2cc3sc(C)cc3n12
-6 | Cc1cccc(OCC(=O)Nc2ccc(-c3nc4ccc(C)cc4s3)cc2)c1
-8 | Cc1ccnc2c(NCC(C)C(=O)O)cccc12 (stereo not given)

Three of these compounds in a different format.
molecule,RBX1-CUL1 inh
Cc1ccc(NC(=O)CCn2c(=O)c3cccn3c3ccccc32)cc1C,5
CCOC(=O)c1c(N)c(C#N)c(SC)n1-c1ccccc1,5
CCCCOc1ccccc1Cn1c(=O)sc2ccccc21,-6

These rows are one share of the data; the hit share may differ from the screen's.
